Source: PubChem (National Center for Advancing Translational Sciences (NCATS))
TDP1 cell noCPT: qHTS for Inhibitors of human tyrosyl-DNA phosphodiesterase 1 (TDP1): qHTS in cells in absence of CPT | DT40 Tdp1-/- hTDP1 cells, no CPT, ATP luminescence, 48 h | Potency, µM (titrated, usually from 46.2 µM), inactives show top-dose activity change, negative = growth inhibition, usual class: inhibitors | 15% of 420,000 active | AID 686978, 2013; note: nearly all actives have a fitted effect of over 55% in size
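No-CPT arm: Tdp1-/-;hTDP1 DT40 cells (400/well) plus compounds, incubated ≥48 hr at 37 °C. Readout CellTiter-Glo luminescence.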
TDP1 inh: qHTS Assay for Inhibitors of Tyrosyl-DNA Phosphodiesterase (TDP1) | 0.28% of 350,000 active | Potency, µM (top dose mostly 130 µM), inactives show at the top dose activity change, negative = inhibition, usual class: inhibitors | Tyrosyl-DNA phosphodiesterase 1 (Homo sapiens), Q9NUW8 | recombinant TDP1, AlphaScreen DNA substrate cleavage; note: nearly all actives have a fitted effect of over 40% in size
Target sequence (Q9NUW8 whole entry, looked up): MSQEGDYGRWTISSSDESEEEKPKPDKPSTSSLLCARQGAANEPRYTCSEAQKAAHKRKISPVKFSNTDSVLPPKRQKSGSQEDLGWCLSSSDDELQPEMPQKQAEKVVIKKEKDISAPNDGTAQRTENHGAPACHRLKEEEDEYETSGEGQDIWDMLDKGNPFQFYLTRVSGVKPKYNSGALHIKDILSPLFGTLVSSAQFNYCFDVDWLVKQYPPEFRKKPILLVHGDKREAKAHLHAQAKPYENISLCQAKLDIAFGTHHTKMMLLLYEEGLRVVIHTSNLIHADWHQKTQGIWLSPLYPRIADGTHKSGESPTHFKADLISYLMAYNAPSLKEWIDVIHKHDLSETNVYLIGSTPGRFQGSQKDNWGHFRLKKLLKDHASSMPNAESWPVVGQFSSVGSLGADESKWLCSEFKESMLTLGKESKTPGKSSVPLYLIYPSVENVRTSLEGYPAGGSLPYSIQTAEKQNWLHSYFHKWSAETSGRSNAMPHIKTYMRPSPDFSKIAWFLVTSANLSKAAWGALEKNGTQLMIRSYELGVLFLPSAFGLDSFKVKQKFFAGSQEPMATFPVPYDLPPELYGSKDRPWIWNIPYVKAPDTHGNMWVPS
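Enzyme-compound mixtures sat 15 min at room temperature, followed by a 5 min reaction with 15 nM final substrate and 10 min with AlphaScreen beads. Recombinant human Tdp1 was used at 1 nM final.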
TDP1 cell CPT: qHTS for Inhibitors of human tyrosyl-DNA phosphodiesterase 1 (TDP1): qHTS in cells in presence of CPT; AID 686979, 2013; Potency, µM (titrated, usually from 46.2 µM), inactives show at the top dose activity change, negative = growth inhibition, usual class: inhibitors; chicken DT40 Tdp1-/-;hTDP1 cells + 20 nM CPT, ATP luminescence, 48 h; 12% of 420,000 active; note: nearly all actives have a fitted effect of over 55% in size
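Cell growth measured by CellTiter-Glo luminescence after a minimum 48 h, 37 C compound exposure with 20 nM CPT in Tdp1-knockout DT40 cells stably expressing hTDP1, seeded 400/well; qHTS titration format.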
Starred values were filed as active, the others as inactive; ? = inconclusive; nt = not tested or not shown; & = joins results of further samples; [ ] = another dose, or the depositor's remark. Calls come from the whole dose curve; as a rule, active = well fitted curve in the direction sought with a large enough effect; inconclusive = small, poorly fitted or top-dose-only effect, or another doubt; inactive = no such curve, though single readings can be large; an effect the other way counts as inactive or inconclusive. % is set by controls: 0 for no effect and ±100 for the full control effect; potency is the fitted concentration of half-maximal effect. Hits appear at their usual frequency; overall some 18% were active at least once.

SMILES | TDP1 cell noCPT | TDP1 inh | TDP1 cell CPT
CCc1noc(C)c1C(=O)Oc1ccc(N(C)S(=O)(=O)c2ccc(C)cc2)cc1 | 2.6µM* | 0% | 18µM*
COc1cccc(NC(=O)N2CCCC2C(=O)Nc2cc(C)ccc2OC)c1 (centres undefined) | 1% | 3% | 2%
COc1cc(-c2nn3c(-c4cc(-c5ccccc5)n[nH]4)nnc3s2)cc(OC)c1OC | 8.9µM* | 1% | 16µM*
Cc1ccccc1-c1cc2nc(NCc3ccncc3)n(C)c(=O)c2s1 | ? | nt | ?
Cc1oc2c(cc(NS(=O)(=O)c3ccc4c5c(cccc35)C(=O)N4)c3ccccc32)c1C(=O)OC(C)C | ? | 6% | -24%
COC(=O)c1[nH]c2c(c1C)C(=O)CC(c1cc(OC)c(OC)c(OC)c1)C2 (centres undefined) | 12µM* | nt | 23µM*
CCOc1ccc(N=Nc2cc(C(C)C)ccc2O)cc1 | ? | 13% | -22%
CCn1nc(NC(C)=O)c2cc3cccc(C)c3nc21 | 2% | nt | -4%
COc1cc(NC(=O)CN2CCN(c3ccccc3O)CC2)c(C)cc1[N+](=O)[O-] | ? | 8% | 12µM*
CN(C)/C=C(\C#N)C(=O)N/N=C/c1ccc(F)cc1 | 7% | 2% | 7%
O=C(NCc1ccccc1)c1cc(C2CCCCN2C(=O)OCCF)on1 (centres undefined) | -10% | nt | 1%
Cc1ccc(O)c(N=Nc2ccccc2)n1 | 16µM* | 17%[56.1 µM] | 2.9µM*
Cc1ccc(NC(=S)NC(=O)c2ccc(-c3ccccc3)cc2)cc1 | 4.6µM* | nt | 6.5µM*
COc1ccc(CN2CC(C(=O)NC3CCCCC3)CC2=O)cc1 (centres undefined) | 14% | 3% | 1%
C/C(=N\NC(=O)c1cccc(S(=O)(=O)N2CCCC2)c1)c1ccco1 | -9% | 0% | 2%
CC(=O)NCCc1ccc(C(=O)CSc2nnc(C3CC3)n2C2CC2)cc1 | 3% | 1% | 10%
CCN(CC)c1nc(OC)nc(-n2nnc(C(C)=O)c2C)n1 | ? | 1% | -5%
COc1nc(C#N)c(N2CCOCC2)o1 | -2% | 3% | -6%
Cc1cccc(N2C(=O)CC(c3ccc(F)cc3)C3=C2COC3=O)c1 (centres undefined) | -12%&-3% | 3%&7% | -9%&11%
COc1ccc(S(=O)(=O)N2CCN(C3CCN(Cc4ccccc4)CC3)CC2)cc1 | ? | 2% | -20%

Overlap with the part before: two compounds; new compounds follow.
SMILES | TDP1 cell noCPT | TDP1 inh | TDP1 cell CPT
Cc1cccc(N2C(=O)CC(c3ccc(F)cc3)C3=C2COC3=O)c1 (centres undefined) | -12%&-3% | 3%&7% | -9%&11%
COc1ccc(S(=O)(=O)N2CCN(C3CCN(Cc4ccccc4)CC3)CC2)cc1 | ? | 2% | -20%
COC(=O)NN=C1CCC(c2ccccc2)CC1 (centres undefined) | 2% | 2% | 5%
COc1ccc(/C=N\N=C2/SC(CC(=O)O)C(=O)N2c2ccc(O)cc2)cc1 (centres undefined) | 2% | 3% | 15%
Cc1cccc(N=[N+]([O-])c2cccc(C)n2)n1 | -22% | nt | -12%
O=C(c1cc(N2CCCCC2)nc2ccccc12)N1CCOCC1 | -9% | 2% | -25%
O=C(NC(=S)Nc1ccccc1Cl)c1cncc(Br)c1 | -27% | nt | 19%
CCN1CCN(c2cc(C)c3cc(NC(=O)c4cc(Br)ccc4Cl)ccc3n2)CC1 | ? | 6% | ?
Cc1ccc(C(=O)Nc2ccc3c(c2)OCO3)cc1S(=O)(=O)N1CCOCC1 | -21% | 3% | 6%
COc1ccc(-n2ccc(=O)c(C(=O)O)n2)cc1 | 19% | nt | -4%
O=C(O)c1cc(S(=O)(=O)Nc2cccc3ccccc23)c(Cl)cc1Cl | -13% | 10% | -10%
Cc1ccc([N+](=O)[O-])cc1-c1ccc(/C=N/NC(=O)CN2CCOCC2)o1 | ? | 0% | -27%
Cc1occc1C(=O)Nc1sc2c(c1C(N)=O)CCC(C(C)(C)C)C2 (centres undefined) | ? | 2% | -17%
CCOC(=O)c1ccccc1NS(=O)(=O)c1ccc(N2CCCCS2(=O)=O)cc1 | 16µM* | 4% | 23µM*
CCC1(c2ccccc2)NC(=O)N(CC(=O)Nc2cc(S(=O)(=O)N3CCCCC3)ccc2OC(C)C)C1=O (centres undefined) | ? | nt | 23µM*
C=CCNc1n[nH]c(=S)s1 | 2.6µM* | nt | 5.2µM*
Nn1c(-c2ccccc2)nc2cc(Cl)ccc2c1=O | -18% | nt | 26%
CCOC(=O)C1=C(COC(=O)COc2ccccc2C(C)C)NC(=O)NC1C (centres undefined) | -14% | 1% | -3%
C=CCN1C(=O)c2ccc(C(=O)N3CCN(S(=O)(=O)c4cc(C)ccc4C)CC3)cc2C1=O | -4% | 0% | 2%
COC(=O)c1c(-c2cccs2)csc1NC(=O)c1ccc(C(C)(C)C)cc1 | 15µM* | -12% | 16µM*
Cc1ccc(S(=O)(=O)N2CCN(C(=O)CSc3nc4ccccc4c(=O)[nH]3)CC2)cc1 | -18% | 4% | -26%
Cc1ccc(S(=O)(=O)NCc2ccccc2C)cc1 | -15% | nt | -7%

3 entries from above, with values under each structure.
Every second line gives: TDP1 cell noCPT | TDP1 inh | TDP1 cell CPT
Cc1cccc(N=[N+]([O-])c2cccc(C)n2)n1
→ -22% | nt | -12%
O=C(c1cc(N2CCCCC2)nc2ccccc12)N1CCOCC1
→ -9% | 2% | -25%
O=C(NC(=S)Nc1ccccc1Cl)c1cncc(Br)c1
→ -27% | nt | 19%

The results go on:
SMILES | TDP1 cell noCPT | TDP1 inh | TDP1 cell CPT
CC(C)C(=O)n1nc(-c2cccnc2)nc1NCc1ccc(F)cc1 | 4% | 5% | -1%
CC(C(=O)NCc1ccccc1Cl)N1C(=O)c2ccccc2C1=O (centres undefined) | 4% | nt | -10%
CCOC(=O)c1c(NC(=O)c2cccnc2Cl)sc(C(=O)N(C)C)c1C | ? | 1% | -29%
Cc1ccc2nc(COC(=O)CNC(=O)c3ccccc3)cn2c1 | -1% | 0% | 2%
COCC(=O)N(C)C[C@H]1Oc2ncc(C#C[C@H](C)O)cc2C(=O)N([C@@H](C)CO)C[C@H]1C | 1% | nt | -8%
Cc1ccc(C2C3=C(CCCC3=O)Nc3nc(SCC(=O)NCc4ccco4)[nH]c(=O)c32)cc1 (centres undefined) | 8% | -3% | 4%
COc1cccc2c1Oc1ncccc1N(C(=O)Nc1ccc(F)c(Cl)c1)C2 | ? | 4% | ?
O=C(Nc1ccccc1)c1cc([N+](=O)[O-])ccc1N1CCCCC1 | ? | 3% | ?
CCCOC(=O)c1cc(-c2ccc(/C=C3/C(=O)N(C)C(=O)C(C#N)=C3C)o2)ccc1Cl | ? | nt | ?
Cc1cccc(-n2nnc(C(=O)N3CCc4ccccc4C3)c2N)c1 | -21% | 10% | -16%
CC(C)CC1NC(=O)N(CC(=O)Nc2cc([N+](=O)[O-])ccc2F)C1=O (centres undefined) | 6% | 1% | 1%
Cn1c(CCc2nc3ccccc3[nH]2)nnc1SCC#N | -17% | nt | -17%
CCCn1nc(C(=O)Nc2cccc(C(=O)OC)c2)c2ccccc2c1=O | ? | 2% | ?
C=CCNC(=O)Cc1ccc(S(=O)(=O)N2CCOCC2)s1 | -8% | 1% | -2%
O=C(c1cccc([N+](=O)[O-])c1)c1ccc2[nH]c(=O)[nH]c2c1 | -20% | 5% | -2%
O=C1c2cccc3cccc(c23)C(=O)N1Cc1ccccn1 | -20% | nt | -5%
CCOC(=O)C1CCN(C(=O)C2COc3ccccc3C2)CC1 (centres undefined) | -16% | 4% | 0%
CCCCOc1ccc(C(=O)NO)cc1 | 16µM* | nt | 10µM*
O=C(CCC(=O)Nc1ccc(F)cc1)N/N=C/c1ccc(Br)cc1 | 24% | nt | -8%
Cn1c(NCCN)nc2c1c(=O)n(Cc1ccccc1)c(=O)n2C | ? | 5% | ?
Clc1ccc(CSc2nnc(-c3ccc4c(c3)OCO4)o2)cc1 | -8% | -3% | -1%
O=C(CCC(=O)c1ccccc1)Nc1ccc(F)c(Cl)c1 | 3% | 2% | 11%
CCC(C)(C)NC(=O)CN(Cc1cccs1)C(=O)CCC(=O)Nc1nccs1 | -5% | 0% | -17%
Cc1cc(C)c(NC(=O)CNC(=O)c2ccc3c(=O)n4c(nc3c2)CCC4)c(C)c1 | -20% | 1% | 1%
Cc1ccc2[nH]c(=O)c(CN(CCc3ccccc3)C(=O)N3CCOCC3)cc2c1 | ? | 6% | -15%
CCOC(=O)c1ccc(NC(=O)C2(c3ccc(OC)cc3)CCCC2)cc1 | ? | nt | -28%
CC(C)(C)C(=O)COC(=O)c1c2c(nc3ccccc13)CCC2 | -25% | -8% | -3%
CCCCN(C)S(=O)(=O)c1ccc(C(=O)Nc2nnc(-c3ccco3)o2)cc1 | 6.5µM* | 9% | 7.3µM*
CN(C(=O)c1cccc(NC(=O)C2CCN(C(=O)OC(C)(C)C)CC2)c1)C1CCC1 | -25% | 1% | ?
Cc1nn(C(=O)c2cccnc2)c(C)c1Sc1ccc(Br)cc1 | -24% | 0% | -4%
Cc1cc(C)n(CC(=O)NNC(=O)COc2ccc(F)cc2Br)n1 | -29% | -1% | -4%
COc1cccc(Cn2cc(C)cc(NC(=O)NCc3ccccc3)c2=O)c1 | 3% | nt | 0%
O=C(NCc1cccnc1)Nc1cc(Cl)cc(Cl)c1 | -11% | 0% | -24%
COc1cc(CN2CCC(C(=O)NC(c3ccc(F)cc3)c3ccc4ccccc4n3)CC2)cc(OC)c1 (centres undefined) | 2.9µM* | nt | 3.7µM*
CC(=O)Nc1cc(C(=O)N2CCCC2)ccc1Sc1ccc(C)cc1 | ? | 2% | ?
CC(=O)Nc1sc2c(c1C(c1ccncc1)N1CCOCC1)CCCC2 (centres undefined) | 2% | 3% | 11%
O=C(CCS(=O)(=O)Cc1ccccc1)Nc1ccc2c(c1)OCCO2 | -1% | 5% | 9%
CN(C)CC(=O)Nc1cc(C(F)(F)F)ccc1Cl | -5% | 8% | 1%
CCN(CC(=O)Nc1ccc(NC(C)=O)cc1)C(=O)c1cc(-c2ccccc2)nn1-c1ccccc1 | -23% | nt | -20%

Reformatted tab-delimited: 7 of the compounds above
SMILES	TDP1 cell noCPT	TDP1 inh	TDP1 cell CPT
COc1cccc(Cn2cc(C)cc(NC(=O)NCc3ccccc3)c2=O)c1	3%	nt	0%
O=C(NCc1cccnc1)Nc1cc(Cl)cc(Cl)c1	-11%	0%	-24%
COc1cc(CN2CCC(C(=O)NC(c3ccc(F)cc3)c3ccc4ccccc4n3)CC2)cc(OC)c1 (centres undefined)	2.9µM*	nt	3.7µM*
CC(=O)Nc1cc(C(=O)N2CCCC2)ccc1Sc1ccc(C)cc1	?	2%	?
CC(=O)Nc1sc2c(c1C(c1ccncc1)N1CCOCC1)CCCC2 (centres undefined)	2%	3%	11%
O=C(CCS(=O)(=O)Cc1ccccc1)Nc1ccc2c(c1)OCCO2	-1%	5%	9%
CN(C)CC(=O)Nc1cc(C(F)(F)F)ccc1Cl	-5%	8%	1%
